# SK-BR-3 tox 24h = SK-BR-3 proliferation inhibitors | SK-BR-3 viability, CellTiter-Glo ATP luminescence, 24 h; stronger effect = lower value | viability, % at 10 µM | 41,000 compounds, 0.47% hits | AID 847;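 active = viability at or below the median of all test compounds minus 3 SD, in both replicates if run twice, cut at about 45% in these data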;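 also: 100% = median untreated cell wells and 0% = median positive control drug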
# Starred values were filed as active, the others as inactive. These rows are one share of the data, so the mix of outcomes need not match the whole.
# Start of the data: the first 8 entries, to show the layout:
SMILES,SK-BR-3 tox 24h
CC(C)N=C1SCC(C)(/C=N/O)S1 (stereo unspecified),104
Cc1nc2cc(NC(=O)N3c4ccccc4CC3C)ccc2o1 (stereo unspecified),94
COc1cccc(NC(=O)COC(=O)c2cccnc2)c1,66
COn1c(SC2CCCCC2)nc2ccccc2c1=O,104
Cc1[nH]nc2c1C1(CCC(c3ccccc3)CC1)C(C#N)=C(N)O2 (stereo unspecified),76
O=C(O)c1ccc2c(c1)C(=O)N(Cc1ccccc1)C2=O,95
C=CCNC(=O)c1ccccc1NC(=O)c1ccccc1,88
CC1CCc2cc(F)cc3c(=O)c(C(=O)O)cn1c23 (stereo unspecified),93

# The whole of this part (from the top)
SMILES,SK-BR-3 tox 24h
CC(C)N=C1SCC(C)(/C=N/O)S1 (stereo unspecified),104
Cc1nc2cc(NC(=O)N3c4ccccc4CC3C)ccc2o1 (stereo unspecified),94
COc1cccc(NC(=O)COC(=O)c2cccnc2)c1,66
COn1c(SC2CCCCC2)nc2ccccc2c1=O,104
Cc1[nH]nc2c1C1(CCC(c3ccccc3)CC1)C(C#N)=C(N)O2 (stereo unspecified),76
O=C(O)c1ccc2c(c1)C(=O)N(Cc1ccccc1)C2=O,95
C=CCNC(=O)c1ccccc1NC(=O)c1ccccc1,88
CC1CCc2cc(F)cc3c(=O)c(C(=O)O)cn1c23 (stereo unspecified),93
O=C1CCCN1c1ccc(CNS(=O)(=O)c2ccc(F)cc2)cc1,121
CCc1nnc(NC(=O)c2ccc(S(=O)(=O)N(CC(C)C)CC(C)C)cc2)o1,90
COc1ccc(OC)c(S(=O)(=O)N2CCC(C(=O)NC(C)c3ccccc3)CC2)c1 (stereo unspecified),98
O=S(=O)(Nc1nc2ccccc2[nH]1)c1ccc(Cl)cc1,66
CN1C(=O)CC(N2CCN(C(=O)CN3CCCC3)CC2)C1=O (stereo unspecified),65
COc1ccc(C2=NO[C@@H]3C(=O)N(c4ccc5c(c4)OCCO5)C(=O)[C@H]23)cc1OC,95
CCN(CC)c1ccc(NC(=O)c2cc3ccccc3o2)c(C)c1,84
CCc1nc(NCCc2ccccn2)c2nnn(Cc3ccccc3F)c2n1,90
COc1cc(NC(=O)c2cc(-c3cccs3)on2)cc(OC)c1OC,75
COc1ccc(C2=NO[C@@H]3C(=O)N(c4ccc(C)cc4C)C(=O)[C@H]23)cc1OC,96
O=C(O)CC(c1ccc(Cl)cc1)N1C(=O)CCC1=O (stereo unspecified),96
CN(C)/C=N/c1ncnc2c1cnn2-c1ccc(C(F)(F)F)cn1,83
Nc1nnc(SCCN2C(=O)c3ccccc3S2(=O)=O)s1,82
O=C(O)CCCC(=O)Nc1cccc(-c2nc3ccccc3[nH]2)c1,136
CC(C)(C)NC(=O)c1ccc(COCC(F)(F)F)o1,82
Cc1nc2sccn2c1-c1csc(NCc2ccccc2)n1,72

# The list goes on (2 carried over from the part before).
SMILES,SK-BR-3 tox 24h
CC(C)(C)NC(=O)c1ccc(COCC(F)(F)F)o1,82
Cc1nc2sccn2c1-c1csc(NCc2ccccc2)n1,72
O=C(CN(Cc1ccco1)C(=O)Cn1nnc(-c2cccs2)n1)NCc1ccccc1,71
CC(C)CCC(C(=O)O)C(C)CC(=O)NC1CCCCC1 (stereo unspecified),88
Cc1cc(C)n(CCn2nc(C)cc2C)n1,76
O=C(NCCN1CCOCC1)c1cc(-c2ccccc2)on1,92
CCSc1nc(N2CCOCC2)c2c(c1C#N)CCCC2,110
CCOC(=O)C1C(=O)CC(C)(O)C(C(=O)OCC)C1c1ccccc1OC (stereo unspecified),88
O=C1C(=O)N(CCN2CCOCC2)C(c2ccccn2)/C1=C(/O)c1ccc(Cl)cc1 (stereo unspecified),91
Cc1cc(N2CCCCC2)nc(SCC(=O)c2ccccc2)n1,69
Cc1cc(C)cc(N2C(=O)N(c3ccccc3C)C3CS(=O)(=O)CC32)c1 (stereo unspecified),110
CCCCN1C[C@H](O)[C@@H](O)[C@H](O)[C@H]1CO,94
O=C(O)Cn1c(CC(=O)N2CCCC2)nc2ccccc21,113
CCS(=O)(=O)NCC(c1cccnc1)N1CCN(c2ccccc2F)CC1 (stereo unspecified),94
COc1cc2c(cc1OC)-c1cc(OCc3cccnc3)nc(=O)n1CC2,64
COc1ccc(C(=O)N2CC(=O)N(CCc3ccccc3)C(=O)C2)cc1OC,81
Cc1ccc(Cc2cncc(O)c2)cc1S(=O)(=O)O,92
CC(=O)[C@H]1CC[C@H]2[C@@H]3CCC4=CC(=O)CC[C@]4(C)[C@H]3[C@H](O)C[C@]12C,96
CCCCC(=O)Nc1ccc(NC(=O)C(C)C)cn1,105
CCN(CC)S(=O)(=O)c1ccc(S(=O)(=O)Nc2ccc(C(=O)N3CCCC3)cc2)cc1,91
COC(=O)CSc1nnc(CNc2ccc(OC)cc2)n1C,96
COc1ccc(OC)c(NC(=O)c2cc(-c3cc(Cl)ccc3O)n[nH]2)c1,87
Cc1ccc(-n2nc(C(=O)N3CCN(C)CC3)c3c4ccccc4n(C)c3c2=O)cc1,94
Cc1nc2ccc(CCO)cc2s1,99
O=C(NCCN1CCOCC1)[C@H](Cc1ccccc1)N1C(=O)c2ccccc2C1=O,87
CCc1ccc2oc(-c3cccc(NC(=O)c4cccnc4)c3)nc2c1,82
COc1ccc(CCN(C(=O)c2ccccc2)C2=CC3CCC(C2)N3C)cc1OC (stereo unspecified),95
Cn1ncc(Cl)c1C(=O)Nc1cccnc1,97
Cc1nc2cc(C(F)(F)F)ccc2n1C1CCN(C(=O)N2CCOCC2)CC1,114
Cc1cccc(NS(=O)(=O)c2ccccc2)n1,116
c1ccc(Sc2ncnc3c2oc2ccccc23)nc1,94
CN1CCN(CC(=O)Nc2c(C(=O)C3CC3)oc3ccccc23)CC1,90
Cc1ccc(C(=O)Nc2nnn(C)n2)cc1,86
COc1ccccc1N1CCN(S(=O)(=O)c2cccc3nsnc23)CC1,83
O=C1C2CCCN2C(c2ccccc2F)N1c1ccc(Cl)cc1 (stereo unspecified),82
Cc1noc(C)c1C(=O)Nc1cccnc1,88
COc1ccc(S(=O)(=O)N2CCCC(C(=O)O)C2)cc1 (stereo unspecified),83
CC(O)COc1ccc(/C(=N/O)c2ccccc2)cc1 (stereo unspecified),100
COc1ccc(C(=O)COC(=O)CCn2nnc(-c3cccc(O)c3OC)n2)cc1,78
CCOC(=O)c1cnc2c(C(F)(F)F)cccc2c1N1CCOCC1,70
CC(=O)c1c(C)c2c(n1CCN(C)C)CCCC2,96
CCCc1nc2sc3c(SCC(=O)NCc4ccco4)ncnc3c2c2c1CCC2,98
CCCCn1nnc(NC(=O)Cc2ccc(Cl)cc2)n1,89
Cn1c(CCNC(=O)c2ccccc2F)nnc1SCc1nc2ccccc2c(=O)[nH]1,91
CCCCOc1ccc(S(N)(=O)=O)cc1,110
CC(=O)Nc1nc(N2C(=O)c3ccccc3C2=O)n(-c2ccccc2)n1,92
COC(=O)C1=C(N)OC2=C(C(=O)CC(C)(C)C2)C1c1cccnc1 (stereo unspecified),72
CCOC(=O)c1c(C)[nH]c(C(=O)CSc2nnnn2-c2ccccc2)c1C,95
c1coc(CN(Cc2cccs2)Cc2nnnn2C2CCCCC2)c1,105
O=C(Nc1ccc2c(c1)OCO2)c1cccc(Cl)c1,97
COc1ccc2c(c1)N(C)C(=O)CC(c1ccccc1)=N2,97
CC12CN3CC(C)(CN(C1)C3c1ccc3c(c1)OCO3)C2=O (stereo unspecified),93
CC(=O)Nc1ccc(OCC(O)CN2CCN(c3cccc(Cl)c3)CC2)cc1 (stereo unspecified),85
c1ccc(Cc2nnc3sc(-c4cccnc4)nn23)cc1,101
CCn1c(COc2ccccc2C)nnc1SCC(=O)O,97
O=S(=O)(NCCSc1nnc(-c2ccco2)n1-c1ccccc1)c1ccccc1,72
CCOc1cc(C2C(C#N)=C(N)OC3CCCC(=O)C32)ccc1OCCN1CCOCC1 (stereo unspecified),89
COc1cc(CN2CCC(C(=O)N3CCN(c4ccccc4F)CC3)CC2)cc(OC)c1O,91
CCc1nnc(NC(=O)CCC(=O)N2CCN(Cc3cc(Cl)ccc3OC)CC2)s1,93
Cc1occc1C(=O)N1CCN(C(=O)C2CCCO2)CC1 (stereo unspecified),76
Cc1cccc(NC(=O)Cn2c(=O)n(C)c3ccccc32)c1,100
Cc1c(C(=O)OCC2CCCO2)[nH]c2c1C(=O)CC(c1ccco1)C2 (stereo unspecified),74

# (list continues)
SMILES,SK-BR-3 tox 24h
COc1ccc2c(c1)c(C(O)CN1CCC3(CC1)OCCO3)c(C)n2C (stereo unspecified),106
O=c1[nH]c2ccc(Cl)cc2c(-c2ccccc2)c1N1CCN(c2ccccn2)CC1,89
CCN1CCCC1CNC(=O)C1c2cc(OC)c(OC)cc2C(=O)N(C)C1c1cccnc1 (stereo unspecified),93
O=C(Nc1ccc2nc(-c3ccco3)c(-c3ccco3)nc2c1)N1CCCCCC1,87
O=C(CS(=O)(=O)Cc1ccccc1)Nc1nnc(C2CCCCC2)s1,90
CC(C)CCOP(=O)(c1ccc(N(C)C)cc1)C(O)c1ccccn1 (stereo unspecified),101
O=S(=O)(c1ccc(S(=O)(=O)N(Cc2ccco2)Cc2ccccc2Cl)cc1)N1CCCC1,102
Cc1cc(=O)[nH]c2c1c(C)nn2C1CCCC1,86
COc1ccc(S(=O)(=O)N2CCCN(S(=O)(=O)c3ccc(OC)cc3C)CC2)c(C)c1,81
Cc1ccc2c(c1)C(CCN)C(=O)N2Cc1ccccc1 (stereo unspecified),87
CCOC(=O)c1[nH]c2ccc(OC)cc2c1NC(=O)C(C)N1CCSCC1 (stereo unspecified),90
O=C(Nc1cccc(F)c1)c1ccc(S(=O)(=O)NCC2CCCO2)cc1 (stereo unspecified),79
COc1ccccc1N1CC(O)=C(c2nc3ccccc3c(=O)[nH]2)C1=N,85
COc1ccc(Br)cc1/C=N/n1c(C)nnc1C,97
COC(=O)[C@@H](NC(=O)Nc1ccc(OC(F)(F)F)cc1)C(C)C,96
Cc1cc2oc(C(=O)NCc3ccc4c(c3)OCO4)c(C)c2cc1C,100
Cc1ccc(S(=O)(=O)NCc2nc3ccccc3c(=O)n2N)cc1,87
Cn1c(=O)c2c(nc(NCCCO)n2Cc2cccc(Br)c2)n(C)c1=O,77
CC1(C)Cc2c(sc3nc(SCC(=O)O)[nH]c(=O)c23)CO1,95
CC(=O)c1c(COC(=O)c2ccncc2)nc2ccccc2[n+]1[O-],93
CC1(C)Cc2c(c(N3CCOCC3)nc3snc(N)c23)CO1,70
O=c1[nH]c(NCCCO)nc2c1C1(CCCC1)Cc1ccccc1-2,97
CCn1ncc(Br)c1C(=O)Nc1ccc(F)cc1F,92
CCc1ccc2[nH]c(=O)c(C(c3nnnn3CC3CCCO3)N3CCCc4ccccc43)cc2c1 (stereo unspecified),52
C=C(C)Cn1c(N2CCC(Cc3ccccc3)CC2)nc2c1c(=O)[nH]c(=O)n2C,88
OC(COc1ccccc1)CSc1ncn[nH]1 (stereo unspecified),92
C[N+]1(CCNC(=O)/C=N/O)CCCCC1,106
CCCn1c(SCC(=O)N2CCCc3ccccc32)nnc1-c1ccccn1,77
Cc1ccc(NC(=O)CSc2nnc(-c3ccccc3C)o2)cc1C,108
COC(=O)Cc1c(C)c2c(OCc3nn[nH]n3)cc(C)cc2oc1=O,88
CCOC(=O)CSc1nnc(C)n1N,89
CCOC(=O)CSc1nc(N)c(C#N)c(CC(C)C)c1C#N,94
Cc1cc(=O)oc2c(CN3CCC(C)CC3)c(O)c(Cl)cc12,94
COc1ccc(CNc2oc(COc3ccccc3Cl)nc2C#N)cc1,105
N#CC(c1nc2ccccc2nc1N1CCCC1)S(=O)(=O)c1cccs1 (stereo unspecified),99
O=C(O)c1cccc(COc2ccc(CO)cc2Cl)c1,107
Nc1nc(SCc2ccc3c(c2)OCO3)n[nH]1,100
O=C(O)CCn1[nH]c(=O)ccc1=O,87
CCN1CCN(c2nc3c(c(=O)n(C)c(=O)n3C)n2CCSc2nccc(C)n2)CC1,109
CC1=NCCN1S(=O)(=O)c1ccc(Br)c(C)c1,94
CCOC(=O)c1cc(-c2ccc(N)cc2)sc1N,96
O=C(CSc1nnc(CNc2ccccc2)o1)c1ccc2c(c1)OCCO2,68
CC1CCCCC1NC(=O)c1ccc2c(c1)[nH]c(=O)n2C1CCCC1 (stereo unspecified),68
Cc1ccc(Nc2nc3nonc3[nH]c2=O)cc1,66
CCC(=O)N(Cc1cccs1)C1CCOC(C)(C)C1 (stereo unspecified),97
COC(=O)c1ccc(CN2C(=O)NC3(CCCCC3C)C2=O)o1 (stereo unspecified),85
CNC(=O)c1cc2ccccc2o1,109
Cc1cc(C)n(-c2nc(Nc3ccccc3)nc(-n3nc(C)cc3C)n2)n1,121

# A few values from the results shown.
# SK-BR-3 tox 24h, CC1=NCCN1S(=O)(=O)c1ccc(Br)c(C)c1 is entered as 94
# SK-BR-3 tox 24h, O=C(O)CCn1[nH]c(=O)ccc1=O is entered as 87
# SK-BR-3 tox 24h, CCN1CCN(c2nc3c(c(=O)n(C)c(=O)n3C)n2CCSc2nccc(C)n2)CC1 is entered as 109
# SK-BR-3 tox 24h, Cc1cc(C)n(-c2nc(Nc3ccccc3)nc(-n3nc(C)cc3C)n2)n1 is entered as 121
# SK-BR-3 tox 24h, CNC(=O)c1cc2ccccc2o1 is entered as 109
# SK-BR-3 tox 24h, COC(=O)c1ccc(CN2C(=O)NC3(CCCCC3C)C2=O)o1 (stereo unspecified) is entered as 85
# SK-BR-3 tox 24h, Cc1ccc(Nc2nc3nonc3[nH]c2=O)cc1 is entered as 66
# SK-BR-3 tox 24h, CCOC(=O)c1cc(-c2ccc(N)cc2)sc1N is entered as 96
# SK-BR-3 tox 24h, Nc1nc(SCc2ccc3c(c2)OCO3)n[nH]1 is entered as 100

# (further entries)
SMILES,SK-BR-3 tox 24h
O=C(CN(Cc1cccs1)C(=O)CN1C(=O)COc2ccccc21)NCc1ccco1,95
Cc1ccc(-n2c(SCC(=O)N3CCOCC3)nnc2-c2cccnc2)cc1C,87
CCCCn1c(SCC(=O)c2ccc3c(c2)OCCO3)nnc1-c1ccoc1C,122
c1ccc(OCc2nn3c(-c4ccco4)nnc3s2)cc1,74
